# AI-2 QS mod: Vibrio harveyi AI-2 quorum sensing modulation | Vibrio harveyi JMH597 AI-2 luminescence/OD600 ratio, 9 h; hits give low values; strain lacks LuxN and CqsS sensors; 0 = neutral-control median | activity change, % at 7.5 µM | actives 0.4% (n = 300,000) | AID 2094; in the data active = activity change below about -75%, passing the limit was not always enough; inconclusive = no clear call, values can overlap the other calls;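 also: luminescence divided by OD600 gain over 9 h not by final OD600 alone; inactives centre near 13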
# GSK3beta inhib: inhibitors of human GSK3beta kinase; P49841; GST-GSK3beta kinase, ADP-Glo luminescence, 60 min; hits give low values; activity score (negative = inhibition), % at 10 µM; actives 0.038% (n = 300,000); AID 2097;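 active = more than half of replicate wells score below -50%, meaning over 50% inhibition versus plate controls; inconclusive = some replicates but at most half score below -50%; inactive = no replicate scores below -50%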;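 also: 0% = median DMSO wells and -100% = median GW8510 positive control wells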
# Target sequence (P49841 whole entry, looked up): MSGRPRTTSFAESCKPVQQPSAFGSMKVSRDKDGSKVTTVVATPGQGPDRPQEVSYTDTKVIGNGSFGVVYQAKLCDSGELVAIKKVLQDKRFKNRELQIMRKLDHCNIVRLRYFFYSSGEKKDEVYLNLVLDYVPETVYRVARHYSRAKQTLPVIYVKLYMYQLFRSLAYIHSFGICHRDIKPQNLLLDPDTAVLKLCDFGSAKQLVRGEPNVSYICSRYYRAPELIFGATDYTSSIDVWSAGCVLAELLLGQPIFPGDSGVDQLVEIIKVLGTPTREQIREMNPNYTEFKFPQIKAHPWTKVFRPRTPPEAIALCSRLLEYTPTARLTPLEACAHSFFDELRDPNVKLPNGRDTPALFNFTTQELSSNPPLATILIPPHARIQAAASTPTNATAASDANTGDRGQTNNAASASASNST
#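 Assay system: GST-tagged human GSK3beta kinase, cell-free; Input: 1.6 ng GSK3beta; Medium: Tris/MgCl2 kinase buffer; Timing: 60 min enzyme reaction, room temperature; Signal: ADP-Glo luminescence quantifying ADP generated by kinase; Evaluation: score relative to plate controls; Benchmarks: DMSO neutral wells and GW8510 at 20 µM as positive.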
# HSP90 inh: blocks HSP90-mediated luciferase refolding in reticulocyte lysate; Rabbit reticulocyte lysate, luciferase refolding luminescence, 3 h; inhibition, % at 5.6 µM; actives 0.91% (n = 290,000); AID 1789;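 active = inhibition above the screen-wide mean plus 3 SD, computed separately per campaign, cut at about 16% in these data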;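 also: 0% = DMSO wells and 100% = 60 µM geldanamycin wells; inhibitors lower the luminescence because luciferase stays unfolded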
# PolyA inh: blocks polyadenylation in yeast reporter cells; S. cerevisiae SKY197-pL101 polyadenylation reporter, beta-gal luminescence; efflux-impaired pdr1/pdr3 knockout yeast; score 100 = 6 SD above DMSO; calls only at 12 µM; actives 0.02% (n = 300,000);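 active = lowest replicate activity score at least 50, where 100 means six control SD above control mean; inconclusive = lowest score under 50 but half or more replicates reach 50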;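 also: yeast exposed to compound for 9 h at 30 °C; higher score means more reporter readthrough which indicates perturbed polyadenylation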
# HDAC3 inhib: inhibitors of human histone deacetylase 3; O15379; recombinant HDAC3, fluorogenic peptide/trypsin coupled, fluorescence; inhibition, % at 8.3 µM; actives 0.15% (n = 320,000); AID 2718; in the data active = inhibition above about 26%, passing the limit was not always enough; inconclusive = no clear call, values can overlap the other calls
# GSK3 alpha inh: blocks human GSK-3 alpha kinase | actives 0.1% (n = 320,000) | ADP-Glo luminescence, 60 min | P49840 | inhibition, % at 10 µM;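 in the data active = inhibition above about 50%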;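 also: GST-tagged GSK-3 alpha with peptide substrate and 25 µM ATP; 0% = DMSO neutral wells and 100% = GW8510 positive control wells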
# Target sequence (P49840 whole entry, looked up): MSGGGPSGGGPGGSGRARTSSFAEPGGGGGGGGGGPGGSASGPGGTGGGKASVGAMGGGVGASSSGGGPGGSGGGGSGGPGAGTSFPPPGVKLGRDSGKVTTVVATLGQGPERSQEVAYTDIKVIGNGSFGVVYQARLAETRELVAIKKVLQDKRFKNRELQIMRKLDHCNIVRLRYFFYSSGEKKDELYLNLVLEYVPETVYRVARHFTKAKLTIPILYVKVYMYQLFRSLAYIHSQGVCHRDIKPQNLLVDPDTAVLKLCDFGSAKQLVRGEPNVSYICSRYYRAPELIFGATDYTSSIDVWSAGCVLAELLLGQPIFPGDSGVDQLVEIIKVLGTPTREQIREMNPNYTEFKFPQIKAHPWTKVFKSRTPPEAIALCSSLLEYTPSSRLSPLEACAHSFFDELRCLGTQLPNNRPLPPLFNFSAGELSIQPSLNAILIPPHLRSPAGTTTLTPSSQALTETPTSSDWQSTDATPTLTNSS
# HSF1 inh: HSF1 inhibition | NIH3T3-HGL HSE-luciferase, MG132-induced, luminescence 8 h; hits give low values | activity change, negative = inhibition, % at 7.5 µM (by protocol) | actives 0.77% (n = 300,000);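 active = more than half of replicate wells show activity change below -50%, luminescence cut by over half; inconclusive = some wells, but at most half, below -50%; inactive = no replicate well below -50%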;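 also: luciferase reports HSF-1 transcriptional activity via heat shock element; 0% = median of DMSO wells and -100% = zero luminescence signal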
# Platelet DG rel: platelet dense granule release activity; AID 1663; actives 0.22% (n = 300,000); human platelet-rich plasma, SFLLRN dense granule ATP release, luminescence; inhibition, %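 (compounds screened at 7.5 µM in platelet-rich plasma)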;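 active = mean replicate score, as percent of positive control, at or above 50; inconclusive = mean below 50 but at least one replicate at or above 50; inactive = mean and every replicate below 50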
# HSF1 activator: increases HSF-1 driven luciferase reporter signal. actives 1.7% (n = 300,000). NIH3T3-HGL HSF-1 luciferase reporter, MG132, 8 h; 100% = twice DMSO control signal. AID 504408. activation, % at 9 µM;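 active = mean replicate activation of at least 50% with a set share of replicates each reaching 50%; inconclusive = only one of those two conditions met; inactive = mean below 50% and too few replicates reaching it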;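 also: 0% = median of the neutral control wells and 100% = twice that signal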
# DYRK1A inh: inhibitors of rat Dyrk1A kinase; ADP-Glo luminescence, NFATc1 peptide; inhibition, % at 12.5 µM; actives 0.43% (n = 310,000); in the data active = inhibition above about 50%;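 also: plate controls were vehicle with enzyme for no effect and no enzyme for full effect; many of its hits are not listed in these tables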
# The depositor's hits bear a star; i = inactive; ? = inconclusive; . = no result given. Some of the compounds tested; count on the stated rates, not on these rows.
SMILES,AI-2 QS mod,GSK3beta inhib,HSP90 inh,PolyA inh,HDAC3 inhib,GSK3 alpha inh,HSF1 inh,Platelet DG rel,HSF1 activator,DYRK1A inh
CCOC(=O)C1=C(C)SC2=NS(=O)(=O)CCN21,24,2,3,i,3,0,2,5,3,4
OCCCn1c(CCNc2nc(-c3ccc(F)cc3)cs2)nc2cc(C(F)(F)F)ccc21,14,1,.,i,9,-4,12,-7,17,3
C=CCC1c2cccc(C(=O)O)c2C(=O)N1c1cccc(OC)c1 (centres undefined),18,1,7,i,0,0,6,1,32,6
O=C(O)C1CC(c2ccccc2)=NO1 (centres undefined),13,5,0,i,-1,-2,-4,-5,-4,-1
COC(CCN(C)C)(c1ccccc1)c1ccccc1,24,1,-1,i,1,6,-7,2,-3,15
OC(CNCC1CCCO1)COc1ccc(OCC(O)CNCC2CCCO2)cc1 (centres undefined),29,2,0,i,-1,-2,-1,9,-13,-6
CC1(c2ccc3noc(-c4cccc(F)c4)c3c2)OCCO1,.,.,1,i,2,0,2,0,7,.
COc1ccc(NCc2n[nH]c(=O)c3ccccc23)cc1,17,5,6,i,1,-1,-15,3,-15,34
CC(=Nc1ccccc1)Nc1ccccc1,.,.,0,.,-3,-1,.,.,.,0
CCCC1C2C(=O)N(c3cccc(C)c3)C(=O)C2ON1c1ccccc1 (centres undefined),24,4,-2,i,2,-5,0,10,-3,9
Cc1cc(=O)n2[nH]c(-c3ccc(F)cc3)nc2n1,0,-2,-3,i,-4,6,-1,1,13,-1
COc1ccc(C)cc1NC(=O)Cc1c(C(=O)O)n(C)c2ccccc12,18,3,-5,i,-2,-5,-6,9,-2,6
CCOc1ccc(-c2nnc(SCC(=O)Nc3cc(C)on3)o2)cc1,5,0,1,i,-4,-2,-17,11,-22,.
CCCCCc1nnc(NC(=O)C2COc3ccccc3O2)s1 (centres undefined),15,3,2,i,1,-6,-7,-4,27,-2
Cc1cccc(N=C2CSC(=O)N2)c1,2,0,-2,i,-4,-2,-4,12,11,.
CCN=C1SC(CC(=O)NC(C)c2ccccc2)C(=O)N1CC (centres undefined),17,0,-4,i,0,-3,-7,10,-6,0
CC(=O)Nc1c(OC(C)=O)ccc2c(C)cc(=O)oc12,14,-2,2,i,2,2,-9,-32,6,-3
COc1ccc(N2CCN(S(=O)(=O)CCNC(=O)C3CCCCC3)CC2)cc1,30,1,-3,i,-3,1,-9,13,-12,2
COC(=O)C(Cc1ccc(O)cc1)NC(=O)C(CC(=O)OC(C)(C)C)NC(=O)OC(C)(C)C (centres undefined),13,-7,1,i,0,-2,21,-1,?,-1
CCOc1ccc(-n2c(C)c(C(C)=O)c(C(C)=O)c2C)cc1,39,0,4,i,2,-4,0,-5,-10,-5
c1ccc(-n2c(-c3ccncc3)nnc2-c2cccs2)cc1,10,0,2,i,0,1,-2,2,8,-3
CCc1ccc(NC(=O)C(C)OC(=O)CC(NC(C)=O)c2ccccc2)cc1 (centres undefined),8,3,-4,i,-7,-4,0,-7,-1,-1
COC(=O)c1sccc1Oc1ccc(Cl)cc1N1C(=O)CCC1=O,9,0,-2,i,-3,-2,-5,0,-8,9
CC(C)CN(C(=O)CCC(=O)OCC(=O)N(C)c1ccccc1)c1c(N)n(CC(C)C)c(=O)[nH]c1=O,2,-1,.,i,4,-2,-4,-13,5,-2
CN(NS(=O)(=O)c1ccc(Cl)cc1)c1cnn(C)c(=O)c1Cl,27,6,4,i,2,-1,0,6,-2,-15

# Carrying on:
SMILES,AI-2 QS mod,GSK3beta inhib,HSP90 inh,PolyA inh,HDAC3 inhib,GSK3 alpha inh,HSF1 inh,Platelet DG rel,HSF1 activator,DYRK1A inh
COc1ccc(CN(C)C(=O)C(Cc2ccccc2)NC(=O)c2ccccc2)c(OC)c1 (centres undefined),16,-2,.,i,4,-2,2,-35,19,-3
COc1ccc(CCNC(=O)CN2C(=O)COc3ccc(S(=O)(=O)N4CCOCC4)cc32)c(OC)c1,21,3,-4,i,4,0,15,-21,39,-7
Cn1c(CN2CCCC2)nc2cc(NS(=O)(=O)c3ccccc3)ccc21,3,-1,-2,i,-4,-4,10,-4,1,-1
Cc1cccc2c(Cl)cc(=O)[nH]c12,19,0,4,i,.,.,0,0,17,.
COc1ccccc1N(CC(=O)NC1CCCCC1)C(=O)CCC(=O)Nc1ccccn1,-4,3,-3,i,12,-1,2,-3,-11,-6
O=C1NCC(COc2cccc3ccccc23)O1 (centres undefined),15,-1,-1,i,-15,1,-7,-1,-4,3
CCOc1ccc(NC(=S)NC(C)C(c2ccccc2)N2CCN(C)CC2)cc1 (centres undefined),17,-1,-1,i,-10,-10,-4,2,0,.
COc1ccc(OCCSc2ncnc3nc[nH]c23)cc1,-39,-2,-2,i,1,8,10,-3,15,11
CC1=C(C(=O)OCc2ccccc2)C(c2ccco2)C2=C(CC(C)(C)CC2=O)N1 (centres undefined),15,2,0,i,-1,-6,.,.,.,4
Cc1ccc(Nc2nnc(SCC(=O)NC(Cc3c[nH]c4ccccc34)C(=O)O)s2)cc1 (centres undefined),78,6,-2,i,13,-2,-8,-6,3,-4
COc1ccc(OC)c(NC(=O)c2c(NC(=O)c3ccco3)sc3c2CCC3)c1,-5,-5,-4,i,.,.,-7,7,-8,.
CCN1CCN(C(=S)c2ccc(OC)cc2)CC1,22,3,-4,i,-3,-8,2,2,-12,-1
c1coc(C2Nc3ccccc3C3OCCC23)c1 (centres undefined),21,0,-8,i,-9,-2,3,-5,-12,-2
CSc1cccc(NC(=O)Nc2ccccc2)c1,-33,3,-2,i,3,2,8,0,19,6
CCS(=O)(=O)N1CCC(C(=O)Oc2ccc(C)c(C)c2)CC1,11,6,-5,i,0,1,1,-1,-3,.
C/C(=N\Nc1ccc([N+](=O)[O-])cc1)c1ccc(O)cc1,-49,1,-7,i,6,0,14,-3,35,19
NC(=O)N/N=C/c1ccccc1OC(=O)c1ccccc1Br,18,1,-2,i,-1,-3,-3,-3,4,16
COC(=O)c1ccc(NC2(C#N)C(=O)Nc3ccccc32)cc1 (centres undefined),-5,3,5,i,.,1,7,2,29,4
CCC(C)NC(=O)Cn1cnc2sc(C)c(S(=O)(=O)N3CCN(c4ncccn4)CC3)c2c1=O (centres undefined),10,0,0,i,-7,-1,0,-1,6,1
CCCCCC(O)(CCCCC)C(=O)NNc1ccccc1,14,0,-2,i,3,-1,1,1,14,7
COc1ccccc1-c1cc(C(=O)N/N=C/c2cccs2)c2ccccc2n1,19,-5,0,i,6,-1,10,-5,8,1
O=C(Nc1nnc(-c2ccccc2)o1)c1nc2ccccc2s1,-5,-2,.,i,2,-1,4,-19,2,13
COc1ccc(-c2nnc(SCC(=O)NCCC(C)C)nc2-c2ccc(OC)c(OC)c2)cc1OC,15,0,3,i,1,-2,4,-3,19,4
Cc1ccc(C(=O)NNC(=O)CCn2nnc3ccccc32)cc1,2,0,-1,i,0,-1,-6,-4,-2,-1
Cc1ccc(NC(=O)C2CCN(S(=O)(=O)c3c(C)[nH]c(=O)[nH]c3=O)CC2)cc1,2,1,0,i,-3,1,-3,-1,0,-6

# The last 2 compounds of the part above are carried over, then new ones follow.
SMILES,AI-2 QS mod,GSK3beta inhib,HSP90 inh,PolyA inh,HDAC3 inhib,GSK3 alpha inh,HSF1 inh,Platelet DG rel,HSF1 activator,DYRK1A inh
Cc1ccc(C(=O)NNC(=O)CCn2nnc3ccccc32)cc1,2,0,-1,i,0,-1,-6,-4,-2,-1
Cc1ccc(NC(=O)C2CCN(S(=O)(=O)c3c(C)[nH]c(=O)[nH]c3=O)CC2)cc1,2,1,0,i,-3,1,-3,-1,0,-6
COc1ccc2cc(C(=O)C3CCCN(C(=O)c4ccnn4C)C3)ccc2c1 (centres undefined),17,3,0,i,-71,-4,-1,2,9,-2
Cc1cc2c(c(=O)n1CCc1ccccc1)C(c1ccco1)C(C#N)=C(N)O2 (centres undefined),16,-1,-1,i,0,-2,.,-1,.,7
Cc1ccc(-c2c(C#N)c(N)n(-c3ccc(C)cc3)c(=O)c2C#N)cc1,6,0,4,i,-1,-3,0,?,-22,-4
CCCCNC(=O)c1ccccc1NC(=O)CCC,7,-9,4,i,-7,-3,0,8,-8,3
CCOC(=O)CNC(=O)CNC(=O)c1ccc(OCC(C)C)cc1,21,0,-2,.,-6,-1,5,-3,27,-2
O=C(COc1ccccc1[N+](=O)[O-])Nc1cccnc1,20,0,-6,i,-4,-4,10,3,31,3
CS(=O)CCC(NS(=O)(=O)c1ccccc1)C(=O)O (centres undefined),24,4,-2,i,-4,-4,2,3,7,0
COc1ccccc1N1CCN(C(=O)CN(C)S(=O)(=O)c2ccc3c(c2)c(=O)n(C)c(=O)n3C)CC1,-2,6,-1,i,3,-1,-3,5,7,3
CCCCN(CCCC)Cc1ccc(C(=O)NNC(=O)Nc2ccccc2)o1,9,-2,2,i,-5,0,-1,1,-14,3
CN(C)c1nc(C=C(C#N)C#N)c(Cl)n1-c1ccc(F)cc1,23,6,1,i,.,.,76,1,95*,4
O=C(CSc1nnc(CNC(=O)c2c(F)cccc2Cl)o1)NC1CCCCC1,49,.,-8,i,-5,-2,-5,1,-4,-1
O=C(N/N=C/c1coc2ccccc2c1=O)c1ccccc1,42,2,-2,i,22,0,6,-7,7,4
COc1cc(/C=C/C(=O)OCC(=O)NCc2ccco2)ccc1OC(F)F,11,3,2,i,1,-1,4,32,7,1
CCCC(=O)N1CCN(c2nc3ccc(Br)cc3s2)CC1,8,1,1,i,-2,-5,6,-3,15,19
COc1cccc(CNC(=S)Nc2cccc(Cl)c2C)c1,-5,2,-1,i,2,.,-4,-3,-12,-6
COCCN(CCOC)c1nc(-c2ccc(C)cc2)nc2ccccc12,18,0,1,i,7,-1,106,5,193*,0
COc1ccc(/C=N/NC(=O)C(C)Sc2ccccn2)cc1[N+](=O)[O-] (centres undefined),27,3,-1,i,-2,0,-5,5,4,-3
COc1ccc(NC(=O)c2nc(-n3nc(C)cc3C)ccc2Cl)cc1Cl,19,-2,1,i,-1,0,4,4,9,-2
COCCCNC(=O)c1cc2c(-c3ccc(Cl)cc3)nn(C)c2s1,11,3,0,i,-3,-1,5,5,2,-1
Cc1nc(N2CCN(c3ccccn3)CC2)c2c(C)c(C(=O)Nc3ccc(F)cc3Cl)sc2n1,14,.,1,i,1,-3,3,-3,7,-1
Cc1nn(CC(=O)N(C)Cc2ccccc2)c(=O)c2cccn12,19,0,2,i,0,-1,0,-1,1,-11
CS(=O)(=O)N(Cc1cc2ccccc2[nH]c1=O)C1CCCCC1,15,-1,-1,i,-10,1,-11,2,15,-5
O=C(CC12CC3CC(CC(C3)C1)C2)Nc1ccc2c(c1)COC2=O,3,3,1,i,5,-4,13,2,13,1
COc1ccccc1NC(=O)c1sc2nc(C)cc(C)c2c1N,9,2,.,i,-44,-3,6,9,12,5

# From PubChem
